MazEF act = activators of E. coli MazEF toxin-antitoxin RNase, primary screen, biochemical, fluorescence, uHTS; Endoribonuclease toxin MazF (Escherichia coli (strain K12)), P0AE70; FAM/BHQ RNA-DNA oligo cleavage fluorescence, 5 h; activation, % at 20 µM; 0.32% of 350,000 active; in the data active = activation above about 50%
Target sequence (P0AE70 whole entry, looked up): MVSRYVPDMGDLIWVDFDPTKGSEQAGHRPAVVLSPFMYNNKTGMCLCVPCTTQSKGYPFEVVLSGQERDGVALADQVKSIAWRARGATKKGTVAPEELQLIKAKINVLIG
Mtb UGM inh = M. tuberculosis UGM enzyme inhibitors, primary screen, biochemical, fluorescence polarization, single point; purified UGM, fluorescence polarization probe displacement; 0.06% of 320,000 active; inhibition, % at 10 µM; UDP-galactopyranose mutase (Mycobacterium tuberculosis (strain ATCC 25618 / H37Rv)), …; in the data active = inhibition above about 10%, passing the limit was not always enough; inconclusive = no clear call, values can overlap the other calls
GDH-TPI counter = GDH-TPI coupling enzyme inhibitors, primary screen, artefact control for M. tuberculosis FBA inhibitor project, biochemical, absorbance, full deck. GDH-TPI coupled enzyme counterscreen, NADH absorbance. inhibition, % at 4.8 µM. 1.2% of 360,000 active;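 note: 0% = DMSO wells and 100% = wells lacking the enzyme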
FadD28 FP inh = inhibitors of FadD28 bisubstrate probe binding, primary screen, biochemical, fluorescence polarization, single point; inhibition, % at 12.5 µM; Mycobacterium tuberculosis FadD28 fatty-acid-AMP ligase; 0.22% of 360,000 active; in the data active = inhibition above about 8.5%, passing the limit was not always enough; inconclusive = no clear call, values can overlap the other calls
Mtb FBA inh = Mtb FBA enzyme inhibitors, primary screen, biochemical, fluorescence, strain H37Rv | Fructose-bisphosphate aldolase (Mycobacterium tuberculosis (strain ATCC 25618 / H37Rv)), … | purified M. tuberculosis FBA, fluorescence read-out | inhibition, % at 1 µM | 2.3% of 360,000 active | AID 588726, 2011; in the data active = inhibition above about 27%;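 note: 0% = vehicle and 100% = reference inhibitor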
Target sequence (P9WQA3 whole entry, looked up): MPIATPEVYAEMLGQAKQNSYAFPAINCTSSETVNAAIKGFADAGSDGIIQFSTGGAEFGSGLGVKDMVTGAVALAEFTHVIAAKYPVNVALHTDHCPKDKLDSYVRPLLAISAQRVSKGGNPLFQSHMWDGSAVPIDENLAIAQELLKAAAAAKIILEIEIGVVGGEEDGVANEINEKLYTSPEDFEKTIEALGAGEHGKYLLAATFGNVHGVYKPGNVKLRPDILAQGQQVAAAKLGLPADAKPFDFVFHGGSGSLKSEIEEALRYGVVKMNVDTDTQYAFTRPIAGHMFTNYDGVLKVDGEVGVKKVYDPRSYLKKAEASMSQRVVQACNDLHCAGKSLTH
CCHFV vOTU inh = CCHFV vOTU protease inhibitors, primary screen, biochemical, Pep-AMC substrate, fluorescence | inhibition, % at 11.5 µM | 0.55% of 370,000 active; note: 0% = vehicle wells with enzyme and 100% = no enzyme wells
VHR inh abs = VHR1 phosphatase inhibitors, primary screen, biochemical, absorbance, uHTS | 0.52% of 290,000 active | Dual specificity protein phosphatase 3 (Homo sapiens), P51452 | recombinant VHR phosphatase, pNPP absorbance | AID 1654, 2009 | inhibition, % at 13.3 µM; in the data active = inhibition above about 50%; note: some compounds called inactive have numbers as strong as hits
Target sequence (P51452 whole entry, looked up): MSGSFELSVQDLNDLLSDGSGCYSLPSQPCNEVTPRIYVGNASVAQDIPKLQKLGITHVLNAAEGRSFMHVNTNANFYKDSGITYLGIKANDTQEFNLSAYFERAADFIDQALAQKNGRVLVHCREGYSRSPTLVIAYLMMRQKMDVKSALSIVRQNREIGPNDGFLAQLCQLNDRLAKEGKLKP
Mtb BioA inh = M. tuberculosis BioA enzyme inhibitors, primary screen, biochemical, plate reader, single point, HTS; inhibition, % at 9.99 µM; purified M. tuberculosis BioA enzyme; 7,8-diaminopelargonic acid synthase BioA (Mycobacterium tuberculosis); 0.096% of 360,000 active; in the data active = inhibition above about 40%; inconclusive = no clear call, values can overlap the other calls
Rv3671c protease = Rv3671c serine protease inhibitors, primary screen, biochemical, fluorescence polarization, M. tuberculosis H37Rv; P9WHR9; inhibition, % at 5.96 µM; 0.048% of 320,000 active; AID 2606, 2010; in the data active = inhibition above about 38%;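 note: extracellular domain of Rv3671c used as enzyme; 0% = enzyme with DMSO and 100% = no enzyme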
BoNT F protease = BoNT/F light chain protease inhibitors, primary screen, biochemical, flow cytometry, MLPCN library; Botulinum neurotoxin type F light chain protease (Clostridium botulinum); Multiplex microsphere protease cleavage assay; inhibition, % at 10 µM; 0.22% of 360,000 active; in the data active = inhibition above about 35%, passing the limit was not always enough; inconclusive = no clear call, values can overlap the other calls; note: plate controls were buffer without enzyme for full effect and enzyme alone for no effect
* = called active by the depositor; ? = inconclusive; . = no result given. Cut-off read from the data, not from the text of the source, unless noted: active = inhibition above about 30%; inactive = the rest.

item	SMILES	Mtb BioA inh	MazEF act	BoNT F protease	GDH-TPI counter	CCHFV vOTU inh	VHR inh abs	Mtb UGM inh	Rv3671c protease	Mtb FBA inh	FadD28 FP inh
1	CCOC(=O)c1c(C2CC2)csc1NC(=O)COC(=O)c1cc(OC)c(OC)cc1[N+](=O)[O-]	.	1.1	-1.2	9.3	-8.5	18.0	1.1	2.2	1.7	-4.4
2	CC1(C)Cc2c(sc3c2c(N)nc(=S)n3Cc2ccccc2)CO1	.	.	.	.	-9.5	1.7	-1.4	8.2	.	.
3	Cc1ccc(NC(=O)C2CCN(S(=O)(=O)c3c(C)[nH]c(=O)[nH]c3=O)CC2)cc1	-0.7	7.7	-4.3	-5.7	4.6	16.3	1.7	-5.0	2.6	-3.1
4	COC(=O)c1cc(Br)c(=O)n(CCN(C(C)C)C(C)C)c1	-0.5	5.7	-6.7	-6.4	11.7	11.3	-1.3	7.9	-1.2	-0.6
5	Cc1cc(C)n(S(=O)(=O)c2ccc(Cl)cc2)n1	1.5	3.8	-2.7	-14.3	-3.8	7.9	-3.8	-6.6	-1.4	-3.2
6	CCCN(CCC)C(=O)c1ccc2c(c1)S(=O)(=O)c1ccccc1C2=O	-0.4	6.7	0.8	-2.8	-17.4	-17.1	-2.6	0.8	-2.0	-0.8
7	Cc1ccccc1N1CCN(CC(=O)Nc2nc(C)c(C(=O)N(C)C)s2)CC1	0.6	10.4	?	12.2	1.7	-0.7	2.6	0.1	-1.4	-3.0
8	Cc1cccc(C)c1N(CC(=O)N(C)Cc1ccccc1)S(C)(=O)=O	-1.1	7.0	0.7	0.8	-9.4	30.0	0.5	-6.7	-0.4	-4.3
9	CC(=O)Nc1ccc2oc(-c3ccccc3Br)nc2c1	-0.3	-3.2	-2.7	3.7	-22.7	12.8	0.6	-1.1	19.5	-7.8
10	COc1ccccc1Nc1nnc(SCc2cc(=O)n3ccsc3n2)s1	-0.8	2.5	-6.6	21.9	20.7	11.5	1.9	-1.3	-1.1	0.7
11	COc1ccc([C@@H]2CC=C(C(=O)O)[C@H](c3ccc(C)cc3)N2S(=O)(=O)c2ccccc2C)cc1	1.7	1.9	-0.2	-5.7	17.8	.	.	-0.3	-0.9	-5.9
12	Nn1c(SCC(=O)NCC2CCCO2)nnc1-c1ccc(OC(F)F)cc1 (stereo not given)	0.3	-6.1	-1.2	9.5	-10.9	.	3.9	4.9	5.8	0.1
13	O=C(Nc1ccc([N+](=O)[O-])cn1)C1CC1	-2.9	-12.9	0.6	13.8	-7.4	2.9	0.1	8.3	6.2	-2.4
14	Cc1cc(Nc2ccccc2C(=O)O)n(-c2ccc([N+](=O)[O-])cc2)n1	.	-1.4	2.7	16.9	-5.3	13.6	-3.8	-0.5	2.0	-0.5
15	CCOC(=O)c1ccc(NC(=O)CSc2nc(NC(=O)c3ccccc3)c3c(C)c(C)oc3n2)cc1	2.7	7.8	.	9.7	-3.3	-19.9	0.5	-46.1	0.2	-0.8
16	C/C(=N\OC(=O)Nc1ccccc1)c1cnn(-c2cc(C(F)(F)F)cc(C)n2)c1C	.	6.8	?	6.4	6.5	13.6	-2.3	-9.3	-0.7	-0.9
17	Cc1ccccc1Cn1ccc(-c2ccc3c(c2)OCO3)n1	8.7	-11.0	-2.5	-6.8	18.7	24.6	-0.8	-7.9	-5.2	-5.1
18	O=C(NCc1ccco1)C1Cc2c(-c3cccc(F)c3)ccnc2O1 (stereo not given)	-0.4	.	-3.3	9.7	3.4	.	.	.	-1.6	-2.3
19	CC1CCCC(NC(=O)COC(=O)[C@@H](NC(=O)c2ccccc2Cl)C(C)C)C1C (stereo not given in full)	0.4	7.2	1.2	5.6	11.4	.	-0.2	0.1	17.9	-1.5
20	O=C(c1ccco1)N1CCN(S(=O)(=O)c2c(Cl)cccc2Cl)CC1	-2.1	6.1	20.9	6.8	-12.4	17.9	-0.3	5.0	4.5	0.3
21	O=C(Nc1ccc2c(c1)OCO2)c1n[nH]c(=O)c2ccccc12	-0.5	-21.1	-3.7	6.2	-12.8	19.1	0.6	17.2	-1.0	-0.6
22	Cc1ccccc1N(CC(=O)N/N=C/c1cc(Br)c(C)o1)S(C)(=O)=O	.	11.5	5.0	5.0	-3.6	4.3	2.4	-7.6	-1.3	-3.6
23	Cc1ccc(Nc2ccncc2S(N)(=O)=O)cc1	-0.8	-2.5	10.8	-3.0	-1.3	.	-0.5	7.2	-2.7	-5.7
24	COc1ccc(CN2CC(=O)N(c3cc(Cl)ccc3C)C2=S)cc1OC	-1.9	1.1	-15.3	1.7	5.6	-24.8	-3.4	-8.6	-0.1	-1.4
25	CC(C)c1ccc(Nc2nnns2)cc1	.	-3.4	-5.2	-6.6	-0.9	25.0	-1.1	1.4	-1.4	-0.2
26	O=C1CCc2cc(NS(=O)(=O)c3ccc(Cl)cc3)cc3c2N1CC3	.	4.8	1.7	9.5	-19.3	.	2.8	0.3	5.8	-0.5
27	Cc1ccsc1S(=O)(=O)N1CCCC(CCC(=O)NCc2ccccc2F)C1 (stereo not given)	.	6.5	-1.7	1.9	15.4	20.9	-0.6	-3.9	3.3	0.7
28	CC1(C(=O)Nc2cccc(Oc3ccccc3)c2)Cc2c(-c3ccc4c(c3)OCO4)ccnc2O1 (stereo not given)	0.3	.	2.3	-5.8	4.9	.	.	.	3.1	-4.0
29	O=C(Nc1nccs1)c1ccc(COc2ccc(Cl)cc2)o1	.	14.6	0.7	7.2	0.0	10.7	6.7	-4.5	2.1	-0.2
30	CC1CCSP(=O)(Oc2ccccc2)O1 (stereo not given)	-0.4	-3.3	.	13.1	-7.5	-4.4	1.9	0.2	-1.1	-1.4

Quoted at random: 2 compounds from above, in no set order.
item	SMILES	Mtb BioA inh	MazEF act	BoNT F protease	GDH-TPI counter	CCHFV vOTU inh	VHR inh abs	Mtb UGM inh	Rv3671c protease	Mtb FBA inh	FadD28 FP inh
6	CCCN(CCC)C(=O)c1ccc2c(c1)S(=O)(=O)c1ccccc1C2=O	-0.4	6.7	0.8	-2.8	-17.4	-17.1	-2.6	0.8	-2.0	-0.8
4	COC(=O)c1cc(Br)c(=O)n(CCN(C(C)C)C(C)C)c1	-0.5	5.7	-6.7	-6.4	11.7	11.3	-1.3	7.9	-1.2	-0.6

Part of the list above, with two lines to a compound:
The line under a structure holds: Mtb BioA inh, MazEF act, BoNT F protease, GDH-TPI counter, CCHFV vOTU inh, VHR inh abs, Mtb UGM inh, Rv3671c protease, Mtb FBA inh, FadD28 FP inh
#4 COC(=O)c1cc(Br)c(=O)n(CCN(C(C)C)C(C)C)c1
→ -0.5, 5.7, -6.7, -6.4, 11.7, 11.3, -1.3, 7.9, -1.2, -0.6
#20 O=C(c1ccco1)N1CCN(S(=O)(=O)c2c(Cl)cccc2Cl)CC1
→ -2.1, 6.1, 20.9, 6.8, -12.4, 17.9, -0.3, 5.0, 4.5, 0.3
#23 Cc1ccc(Nc2ccncc2S(N)(=O)=O)cc1
→ -0.8, -2.5, 10.8, -3.0, -1.3, ., -0.5, 7.2, -2.7, -5.7

The list continues.
item	SMILES	Mtb BioA inh	MazEF act	BoNT F protease	GDH-TPI counter	CCHFV vOTU inh	VHR inh abs	Mtb UGM inh	Rv3671c protease	Mtb FBA inh	FadD28 FP inh
31	Cn1c(=O)c2[nH]c(CCC3CCCC3)nc2n(C)c1=O	.	6.3	3.7	7.8	-8.3	.	.	.	-1.4	0.1
32	CCC(C)(C)NC(=O)Cc1ccc(OC)c(OC)c1	1.3	-3.2	-4.9	-15.8	0.6	22.3	-5.8	-3.3	-1.4	-3.8
33	COCCNC(=O)c1cccc(OC2CCN(Cc3ccc(F)c(OC)c3)CC2)c1	-0.7	6.3	.	11.1	-3.6	6.5	1.3	8.9	1.1	1.1
34	CN(C)c1ccc(C=Cc2nccc3ccccc23)cc1	-7.3	.	-4.7	.	16.9	.	.	.	-3.3	5.8
35	C#CCOCCOCCOCCNc1nc(N2CCN(C(=O)[C@H]([C@@H](C)CC)n3cc([C@@H](N)CO)nn3)CC2)nc(N2CCN(C(=O)[C@H]([C@@H](C)CC)n3cc([C@@H](N)CC(C)C)nn3)CC2)n1	-4.3	-44.4	-25.9	10.8	.	25.6	-1.1	0.7	0.6	1.6
36	NC(=O)C1CCN(C(=O)CSc2ncccn2)CC1	0.7	6.0	-7.1	-0.9	2.8	10.3	-1.8	10.4	0.3	-0.8
37	O=C(CN1CCN(C(=O)CN2C(=O)NC3(CCCC3)C2=O)CC1)Nc1cccc(F)c1	1.0	6.3	2.8	-2.5	-6.4	.	1.3	-5.8	2.1	-1.5
38	Cc1ccc(C2CCN(C(=O)Nc3ccccc3)C2)cc1 (stereo not given)	3.5	1.5	-4.6	-1.2	19.3	32.3	0.4	1.2	3.2	-3.3
39	NC(=O)CC(NC(=O)c1ccccc1)c1ccc(NC2CCCC2)c([N+](=O)[O-])c1 (stereo not given)	-0.7	16.9	1.5	-2.2	-2.5	-16.6	1.2	-0.8	-7.4	-2.9
40	COc1cc(/C=C/C(=O)OCC(=O)Nc2ccccc2Sc2ccc(Cl)cc2)ccc1O	-0.5	6.5	-1.1	5.2	-5.9	-1.5	1.6	-15.9	1.3	-7.4
41	O=C(NCCNC(=O)Nc1ccc(Cl)cc1)Nc1ccc(Cl)cc1	.	-16.7	-6.4	5.3	-3.9	.	.	.	-3.8	-1.9
42	NNc1nnc2c3cc(F)ccc3n(CCc3ccccc3)c2n1	.	23.0	-16.3	9.6	6.3	28.0	2.6	-10.2	-1.1	-0.7
43	Cc1cc(NC(=O)c2ccccc2)cc(NC(=O)c2ccccc2)c1C	-1.7	-0.1	-19.4	9.4	-9.9	1.7	-1.1	4.9	-3.6	-4.6
44	COc1ccc(C)cc1NC(=O)C(NCC(O)c1ccccc1)c1ccccc1 (stereo not given)	1.3	6.8	-17.3	7.1	-1.1	-20.5	-1.1	-4.4	0.6	1.1
45	Cc1ccc2[nH]c(=O)c(CC=C(Cl)Cl)c(C)c2c1	-2.1	8.9	0.6	3.1	3.2	1.0	0.7	6.4	1.3	-2.6
46	CCOc1ccc(NC(=O)c2ccc3c(c2)N(C)CCS3)cc1	0.5	2.7	-0.9	14.2	-23.1	.	.	.	11.1	-0.6

Source: PubChem BioAssay (several laboratories)
